NCF1 inh – p47phox (human) inhibition; P14598; p47phox/p22phox peptide binding, fluorescence polarization, 2 h; inhibition, % at 24.7 µM; 0.53% of 220,000 active; AID 1274;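 active = inhibition above about 30%, limit read from the data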;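 also: 0% = p47phox with labelled peptide and 100% = labelled peptide alone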
Mdm2 ligase inh – blocks human Mdm2 ubiquitin ligase activity; cell-based MDM2 ubiquitination luciferase reporter, 2 h; 0 = plate control, 100 = twice control, blank-subtracted; signal enhancement, % at 5 µM; AID 1230; 0.11% of 210,000 active;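 active = signal enhancement of 30% or more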;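 also: luminescence tracks abundance of the self-degrading MDM2-luciferase fusion protein; higher signal means inhibition of MDM2 E3 ligase activity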
Target sequence (Q00987 whole entry, looked up, the tested form may be a part): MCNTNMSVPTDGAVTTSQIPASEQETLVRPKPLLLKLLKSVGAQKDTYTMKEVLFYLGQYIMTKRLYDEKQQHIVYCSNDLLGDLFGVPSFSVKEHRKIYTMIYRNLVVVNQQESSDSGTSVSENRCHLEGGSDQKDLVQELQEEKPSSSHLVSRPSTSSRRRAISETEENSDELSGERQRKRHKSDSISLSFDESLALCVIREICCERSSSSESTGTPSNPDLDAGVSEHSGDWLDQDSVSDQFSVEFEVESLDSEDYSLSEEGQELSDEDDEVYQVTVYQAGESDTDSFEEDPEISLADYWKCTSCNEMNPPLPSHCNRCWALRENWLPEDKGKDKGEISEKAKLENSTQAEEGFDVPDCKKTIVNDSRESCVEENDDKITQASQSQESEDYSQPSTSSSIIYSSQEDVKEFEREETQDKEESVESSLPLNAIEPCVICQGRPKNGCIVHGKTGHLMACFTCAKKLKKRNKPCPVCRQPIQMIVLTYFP
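Buffer or medium: Cells held in DMEM | Assay system: Stable mammalian line carrying autodegrading MDM2–luciferase fusion reporter | Quantity: 2000 cells/well | Times: 4 h settle plus 2 h compound, 37 °C | Doses: One concentration, 5 µM, with 0.2% DMSO | Technique: Luminescence with SteadyLite reagent, 15 min at room temperature | Benchmarks: Plate controls and plate blanks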
EBV gp42 inh – inhibitors of Epstein-Barr virus glycoprotein 42. Fluorescence polarization binding assay, mP read-out. inhibition, % (tested at 21.74 µM). 0.42% of 220,000 active; in the data active = inhibition above about 50%
Target sequence (Q1HVG2 whole entry, looked up): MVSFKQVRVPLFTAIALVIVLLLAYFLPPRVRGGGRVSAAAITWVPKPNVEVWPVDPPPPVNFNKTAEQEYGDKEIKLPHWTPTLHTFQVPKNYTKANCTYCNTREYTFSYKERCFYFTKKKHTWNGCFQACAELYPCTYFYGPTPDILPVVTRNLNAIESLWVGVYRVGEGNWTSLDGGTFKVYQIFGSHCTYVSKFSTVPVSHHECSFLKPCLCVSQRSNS
Runt-SMMHC FRET – Runt domain-CBFb-SMMHC interaction inhibition; Q01196+Q13951; inhibition, % at 20 µM; 0.74% of 220,000 active; Cerulean-Runt/Venus-CBFb-SMMHC FRET ratio 530/480, 1 h;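 active = mean inhibition across duplicate retests at 20 µM reaching about 50%, limit read from the data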;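 also: 0% = DMSO wells and 100% = wells with excess untagged CBFb-SMMHC; inhibitors lower the FRET ratio by blocking Runt binding to CBFb-SMMHC; some results filed as inactive read as strong as hits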
TNF death inh – inhibitors of TNF-alpha induced necroptosis in Jurkat FADD-/- cells | Jurkat FADD-/- TNF necroptosis rescue, ATP luminescence, 24 h; 0 = TNF only, 100 = no-TNF cells | activation (protection from cell death), % at 10 µM | 0.068% of 220,000 active;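 active = activation, meaning protection from cell death, of at least 50% relative to plate controls; inactive = activation below 50%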;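 also: necroptosis triggered by 40 ng/mL TNF-alpha added together with compound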
TRPN1 ag – activates the zebrafish TRPN1 channel | HEK293 zebrafish TRPN1-YFP, Fluo-8 calcium fluorescence; 100% = response to 87 µM carbachol | activation, % at 3 µM | 0.18% of 220,000 active | AID 1424;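 active = activation above its plate's cutoff, the mean activation of test wells on that plate plus 3 SD, cut at about 19% in these data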;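 also: 0% = DMSO alone and 100% = 87 µM carbachol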
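System: zebrafish TRPN1-YFP in HEK293 cells / Dosing: 3 µM single point / Timing: dye loading 1 h at 37 °C, then 30 min room temperature / Signal: Fluo-8 calcium fluorescence, excitation 470-495 nm, emission 515-575 nm / Read-out basis: percent activation from peak over basal fluorescence ratio, control-normalized / Control set: high carbachol 87 µM, low DMSO alone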
TRPML3 ag – agonists of human TRPML3 channel | 0.29% of 220,000 active | activation, % at 3 µM | HEK293 TRPML3-YFP, Fluo-8 calcium fluorescence; 100% = the carbachol control signal;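 active = activation above its plate's cutoff, the mean activation of the plate's test wells plus 3 SD, cut at about 12% in these data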;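 also: 0% = DMSO only wells and 100% = carbachol wells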
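Test system: HEK293 cells stably carrying human TRPML3-YFP; Doses: single dose, 3 µM final nominal compound, 0.3% DMSO final; Schedule: dye loading 1 h 37 °C then 30 min ambient, 125 s read; Technique: Fluo-8 calcium fluorescence; Benchmarks: high control carbachol 87 µM, low control DMSO.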
CHOP inhibitor – blocks CHOP induction under ER stress. CHO-K1 CHOP-promoter luciferase, tunicamycin-induced, 15-18 h. inhibition, % at 10 µM. 3.8% of 220,000 active;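 active = compounds that reduced the stress-induced luciferase reporter signal by more than about 70% of percent inhibition, limit read from the data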;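 also: 0% = tunicamycin plus vehicle and 100% = wells without tunicamycin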
PPC-1+TRAIL kill – compounds killing PPC-1 cancer cells with TRAIL present (potentiator screen, no TRAIL-free arm) | PPC-1 cells + TRAIL, ATPLite viability luminescence | cell killing (% activity), % at 4 µM | 0.41% of 220,000 active | AID 1443;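 active = cell killing above 50% in the first pass at 4 µM, then a duplicate retest at 5 µM averaging 50% or more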;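 also: plate controls were cells with TRAIL plus DMSO for no effect and medium-only wells lacking cells for full effect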
* hit, by the source's call; nt = no result given; [ ] = remark or other dose.

SMILES | NCF1 inh | Mdm2 ligase inh | EBV gp42 inh | Runt-SMMHC FRET | TNF death inh | TRPN1 ag | TRPML3 ag | CHOP inhibitor | PPC-1+TRAIL kill
CCN(CC)N=Nc1[nH]nc2nc(C)cc(C)c12 | -5 | -6 | -14 | 4 | -5.6 | -1.6 | -0.2 | -5 | 10
COc1cccc(CC(NC(C)=O)C(=O)NC2CCN(c3nnnn3-c3ccccc3)CC2)c1OC (centres undefined) | -1 | -8 | -3 | 4 | 0.9 | -0.4 | 0.6 | 36 | 12
COc1ccc(CC(=O)NC(C)c2nnc(SCC(=O)Nc3ccccc3F)n2C)cc1 (centres undefined) | 6 | -5 | 10 | -2 | 0.1 | -0.9 | 0.1 | -18 | 2
COC(=O)c1c(NC(=O)c2nc3ccccc3s2)sc2c1CCN(C(C)=O)C2 | -28 | -22 | 0 | -20 | -6.2 | 0.8 | 0.1 | -31 | 11
CN1OC(COC(=O)c2ccccc2)CC1c1ccccc1 (centres undefined) | 1 | -6 | -6 | 0 | -2.5 | -0.2 | -0.7 | 5 | 4
CCCCN(C)C(=O)CCCCn1c(=O)[nH]c2cc(OCC)c(OCC)cc2c1=O | 2 | -15 | -7 | 1 | 1.1 | -1.7 | -1.0 | 4 | 7
Cc1ccc(NC(=O)CN2C(=O)NC3(CCCc4ccccc43)C2=O)cc1S(=O)(=O)N1CCOCC1 (centres undefined) | 40* | -26 | -14 | 1 | -7.3 | 0.6 | -0.4 | 16 | 10
ClC(Cl)c1nnc(-c2ccccc2)c(-c2c[nH]c3ccccc23)n1 | 1 | -10 | -4 | -5 | 0.7 | -0.2 | -0.3 | 80* | 32
CCCCN(C(=S)Nc1ccccc1)C1CCS(=O)(=O)C1 (centres undefined) | -9 | -23 | -10 | -1 | -3.7 | 0.9 | 0.6 | -24 | 4
CC(=O)N(C)c1nnc(-c2cnccn2)s1 | -4 | -9 | -22 | -2 | -1.1 | 0.4 | 0.7 | -11 | 12
N#CCCN(CCC#N)S(=O)(=O)c1ccc(C(=O)Nc2nnc(C3=COCCO3)o2)cc1 | -12 | -14 | -21 | 3 | 0.2 | 0.6 | 1.0 | -7 | -12
Cc1ccc(NC(=O)c2ccc3c(c2)OCCO3)cc1S(=O)(=O)Nc1cccc(Cl)c1 | -35 | -7 | -5 | 2 | 1.2 | 1.9 | -0.2 | 38 | 11
CCOc1ccc(N(CC(=O)Nc2ccc(C)c(C)c2)S(=O)(=O)c2c(C)noc2C)cc1 | -8 | -13 | -2 | 2 | -1.7 | -0.7 | 0.5 | 76* | -8
COC(=O)C1=C(NC(C)=O)CCS1 | -23 | -12 | 1 | -2 | 2.9 | -0.3 | 0.5 | 5 | 3
CN(C)S(=O)(=O)c1ccc(C(=O)Nc2ccc(S(=O)(=O)NC3=NCCCCC3)cc2)cc1 | 8 | -13 | -5 | 3 | -3.1 | 0.3 | 0.4 | 13 | -5[5 µM]
COc1cc(/C=N/N=C2\CC3CCC2(C)C3(C)C)ccc1O (centres undefined) | -19 | 3 | -3 | 6 | -1.3 | -0.1 | -0.5 | 77* | 10
CCn1c2ccccc2c2nnc(SCCCn3c(=O)[nH]c4ccccc43)nc21 | -25 | -16 | -5 | -6 | -6.9 | 1.4 | 2.0 | 46 | -2
CC1=C(C(=O)OCc2ccccc2)C(c2ccccc2-c2ccccc2)NC(=O)N1CCCCCC(=O)O (centres undefined) | -16 | nt | -7 | 2 | 0.4 | 0.9 | 0.5 | 27 | 16
Cc1ccccc1NS(=O)(=O)c1cc(C(=O)Nc2cccc([N+](=O)[O-])c2)ccc1C | -16 | -1 | -5 | -3 | 4.8 | -2.8 | -0.4 | 43 | -1
N#CC(c1ccccc1)c1ccc(=O)[nH]n1 (centres undefined) | -4 | -7 | 14 | -8 | 0.3 | 1.9 | 0.9 | -1 | 22
CC(C)(C)c1ccc(-c2n[nH]c(=S)n2CCCN2CCOCC2)cc1 | -5 | -9 | 0 | -2 | 0.2 | -0.1 | 0.8 | -7 | 5
COC(=O)CCC(=O)OC1(C)C(=O)C2=CN(C(CO)CO)C(c3ccc(OC)cc3)=CC2=C(Br)C1=O (centres undefined) | 27 | -8 | 18 | 22 | 2.1 | nt | nt | -11 | -2
CCOC(=O)C1CCCN(C(=O)c2cc(Nc3ccc(OC)cc3OC)nc3ccccc23)C1 (centres undefined) | -22 | -18 | -15 | -6 | -4.4 | -0.9 | 0.2 | 17 | 22
Cc1c(NC(=O)Nc2ccc3c(c2)OCO3)c(=O)n(-c2ccccc2)n1C | 9 | -1 | -1 | 4 | -1.6 | -0.2 | 0.4 | -5 | 23
Cc1ccc(NC(=O)NC(=O)CSc2nnnn2C)c(C)c1 | -2 | -11 | 5 | 0 | 0.6 | -0.1 | 0.2 | 24 | -13

The list goes on; it opens with the 4 that closed the last part.
SMILES | NCF1 inh | Mdm2 ligase inh | EBV gp42 inh | Runt-SMMHC FRET | TNF death inh | TRPN1 ag | TRPML3 ag | CHOP inhibitor | PPC-1+TRAIL kill
COC(=O)CCC(=O)OC1(C)C(=O)C2=CN(C(CO)CO)C(c3ccc(OC)cc3)=CC2=C(Br)C1=O (centres undefined) | 27 | -8 | 18 | 22 | 2.1 | nt | nt | -11 | -2
CCOC(=O)C1CCCN(C(=O)c2cc(Nc3ccc(OC)cc3OC)nc3ccccc23)C1 (centres undefined) | -22 | -18 | -15 | -6 | -4.4 | -0.9 | 0.2 | 17 | 22
Cc1c(NC(=O)Nc2ccc3c(c2)OCO3)c(=O)n(-c2ccccc2)n1C | 9 | -1 | -1 | 4 | -1.6 | -0.2 | 0.4 | -5 | 23
Cc1ccc(NC(=O)NC(=O)CSc2nnnn2C)c(C)c1 | -2 | -11 | 5 | 0 | 0.6 | -0.1 | 0.2 | 24 | -13
CC1(C)CC(Cc2nc(=S)[nH][nH]2)C(=O)O1 (centres undefined) | -4 | -12 | -11 | 9 | -0.7 | 1.3 | 0.9 | 12 | 16
O=C(COC(=O)C1(c2ccccc2F)CCCC1)NCc1cccs1 | 4 | -6 | -3 | 2 | -1.0 | -0.8 | 1.1 | 40 | 22
Cc1onc(-c2c(F)cccc2Cl)c1C(=O)NC(=S)Nc1c(C)n(C)n(-c2ccccc2)c1=O | -1 | -7 | -7 | 0 | -0.8 | 0.0 | -0.3 | 12 | 11
COc1ccc(OC)c(S(=O)(=O)N(C)CC(=O)O)c1 | -6 | 1 | -16 | -1 | 0.0 | 0.4 | 0.1 | -10 | 1
O=S(=O)(Nc1nc2ccccc2nc1Cl)c1ccc2c(c1)OCCO2 | nt | nt | -5 | 3 | 0.3 | -1.2 | 0.4 | 20 | -22
O=C(NCc1cccs1)C1CCC(=O)N1C1CCCCC1 (centres undefined) | -11 | -14 | -23 | 0 | -0.7 | 0.0 | -0.5 | 41 | 4
CCOc1ccc(C2CC(c3ccccc3)Nc3nc(N)nn32)cc1 (centres undefined) | -6 | -12 | -8 | -3 | 0.2 | 1.3 | 1.3 | -15 | -22
COc1ccc(C(C)=O)cc1CN1C(=O)NC2(CCCCC2C)C1=O (centres undefined) | -15 | 1 | -39 | -1 | -0.2 | 0.9 | 0.0 | 6 | 23
COc1ccccc1N1CCN(C(=O)c2oc3ccc(Br)cc3c2C)CC1 | -11 | 2 | -2 | -5 | -3.2 | 1.1 | 0.3 | 41 | -7
Cc1ccc2c(C)cc[n+](CCCS(=O)(=O)[O-])c2c1 | -8 | -6 | 6 | 1 | 0.6 | -0.1 | 0.6 | -4 | 6
CCN(CC)S(=O)(=O)c1cccc(C(=O)N2CCCCC2)c1 | 2 | -3 | -5 | 2 | -1.4 | -0.2 | 0.6 | -16 | 11
O=C(O)/C=C/C(=O)Nc1ccc(-n2nccc2C(F)(F)F)cc1 | 1 | 0 | -5 | 1 | 2.4 | 0.1 | -1.1 | 6 | 0
Cc1cccc(C)c1NC(=S)NCc1ccccc1 | 1 | -10 | -6 | nt | -1.8 | -2.2 | 0.2 | 1 | nt
CCOc1ccc(N(C(C)C(=O)N/N=C(\C)c2cccc(NC(=O)c3ccccc3)c2)S(C)(=O)=O)cc1 (centres undefined) | -15 | -11 | -8 | -1 | -0.9 | 0.3 | 0.6 | 14 | 20
CN(C)c1ccc(C(=S)NC2CCCCC2)cc1 | 18 | 13 | -5 | 20 | 0.0 | -0.4 | -0.1 | 20 | 17
CN(c1ccc(OCC(=O)OCC(=O)Nc2ccccc2)cc1)S(=O)(=O)c1cccs1 | -11 | -18 | -18 | -5 | 0.0 | 4.8 | 3.5 | 19 | 10
CN(Cc1ccccc1)CC(O)COc1ccc(CNCCc2ccncc2)cc1 (centres undefined) | -2 | -9 | -1 | 0 | 2.1 | 2.6 | 1.9 | -4 | -4
COc1ccc(N2CCN(C(=O)c3ccc(Oc4ccc(C(F)(F)F)cn4)cc3)CC2)cc1 | -2 | -11 | -17 | -6 | -5.4 | 1.5 | 0.9 | 40 | 25
Cc1cccc(-n2c(N)cc(=O)nc2SCC(=O)Nc2ccccc2)c1 | -7 | -11 | -6 | 2 | -0.6 | 0.0 | 0.3 | 28 | -3
O=c1cc(-c2cccc([N+](=O)[O-])c2)[nH][nH]1 | -6 | -4 | 6 | -1 | 0.1 | -0.3 | 0.8 | 27 | 21
COc1ccc(C(=O)N/N=C/c2c(C)[nH]c(=O)[nH]c2=O)cc1 | 6 | -5 | 4 | -2 | 1.7 | 2.2 | 0.5 | -22 | 10
Cc1nnc(NC2CCCCC2)[nH]c1=O | -111 | 5 | -11 | -1 | 1.1 | 0.8 | 0.2 | 8 | 9
COC(=O)c1ccc(NC(=O)N2CCCC(C(=O)c3ccccc3OC)C2)cc1 (centres undefined) | -2 | -5 | -5 | 1 | 0.6 | 4.0 | 1.1 | 7 | 12
Cc1cccc(N(CC(=O)N2CCCC2)S(=O)(=O)c2ccccc2)c1 | -2 | -36 | 1 | 3 | -0.1 | -1.1 | -0.5 | 2 | 20
O=C(O)CSCC(=O)NCc1ccc(Cl)cc1Cl | -3 | -23 | 12 | -3 | -0.4 | -0.5 | -0.4 | 0 | 25
N/C(=N\OCC(=O)Nc1ccccc1)c1nonc1N | 6 | nt | 2 | -1 | 2.8 | 0.0 | 0.1 | -47 | 24
O=C(c1ccco1)c1nc2c(n1O)CCCCC2 | 4 | -7 | -13 | -5 | 0.3 | -1.5 | -0.2 | 16 | -17
CC(=O)NCCC(=O)N1CCc2c([nH]c3ccccc23)C1c1cccc(Cl)c1 (centres undefined) | -5 | 0 | -6 | -4 | -2.3 | -1.4 | -0.1 | -19 | -5
CCN(C1CCCCC1)S(=O)(=O)c1cc(C)ccc1OC | -10 | 12 | -8 | 0 | -1.8 | -1.3 | 22* | 17 | 0
